Source: PubChem BioAssay (The Scripps Research Institute Molecular Screening Center)
MITF primary – MITF inhibitors, primary screen, biochemical, AlphaScreen, human. 650,000 compounds, 0.91% hits. inhibition, % at 2.6 µM. AlphaScreen MITF homodimerization, bead proximity signal. AID 1259374, 2018; in the data active = inhibition above about 50%;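 note: 0% = vehicle wells with protein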
Target sequence (O75030 whole entry, looked up): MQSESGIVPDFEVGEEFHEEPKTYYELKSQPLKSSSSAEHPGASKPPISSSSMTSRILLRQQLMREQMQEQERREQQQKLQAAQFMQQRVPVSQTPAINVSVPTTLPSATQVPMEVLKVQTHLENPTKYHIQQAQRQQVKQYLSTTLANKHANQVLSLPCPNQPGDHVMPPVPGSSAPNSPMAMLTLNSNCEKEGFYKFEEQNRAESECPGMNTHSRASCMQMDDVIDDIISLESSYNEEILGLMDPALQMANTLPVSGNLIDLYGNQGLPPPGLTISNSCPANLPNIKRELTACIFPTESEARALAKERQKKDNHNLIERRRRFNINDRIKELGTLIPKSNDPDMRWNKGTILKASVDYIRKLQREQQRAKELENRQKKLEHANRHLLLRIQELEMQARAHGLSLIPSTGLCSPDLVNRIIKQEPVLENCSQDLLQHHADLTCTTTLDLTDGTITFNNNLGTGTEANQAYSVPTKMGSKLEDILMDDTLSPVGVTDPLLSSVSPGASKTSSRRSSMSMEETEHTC
GPR151 ag – activators of human GPR151, primary screen, cell-based, PathHunter beta-arrestin, luminescence. activation, % at 11.2 µM. G-protein coupled receptor 151 (Homo sapiens), Q8TDV0. 650,000 compounds, 1% hits. PathHunter beta-arrestin GPR151 cells. AID 1508602, 2020; in the data active = activation above about 4.9%;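 note: 0% = median of compound wells and 100% = cells with positive control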
Target sequence (Q8TDV0 whole entry, looked up): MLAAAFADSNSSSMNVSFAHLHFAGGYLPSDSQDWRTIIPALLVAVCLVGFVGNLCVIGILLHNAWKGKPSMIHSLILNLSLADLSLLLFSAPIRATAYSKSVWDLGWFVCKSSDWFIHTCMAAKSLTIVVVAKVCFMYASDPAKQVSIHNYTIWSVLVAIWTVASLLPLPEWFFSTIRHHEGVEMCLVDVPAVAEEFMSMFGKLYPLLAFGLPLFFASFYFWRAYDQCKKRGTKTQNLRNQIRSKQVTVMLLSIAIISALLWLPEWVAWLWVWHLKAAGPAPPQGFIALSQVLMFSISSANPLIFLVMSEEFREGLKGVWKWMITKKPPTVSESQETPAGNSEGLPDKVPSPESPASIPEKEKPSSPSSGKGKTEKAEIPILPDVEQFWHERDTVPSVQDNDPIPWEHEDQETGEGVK
TEAD-YAP block – TEAD-YAP interaction inhibition, primary screen, TEAD-YAP interaction inhibitor project, luminescence, HEK-TIYL cells; TEAD-Gal4/YAP UAS-luciferase luminescence; inhibition, % at 9.12 µM; 640,000 compounds, 1.4% hits; in the data active = inhibition above about 32%;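 note: 0% = median of test compound wells and 100% = reference inhibitor wells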
FBW7 activator – FBW7 E3 ligase activators, primary screen, biochemical, AlphaScreen, human | AID 1259310, 2017 | F-box/WD repeat-containing protein 7 (Homo sapiens), Q969H0 | AlphaScreen FBW7–phospho-cyclin E peptide binding, activator screen | 650,000 compounds, 0.13% hits | normalized activity (activation), % at 26.1 µM; in the data active = normalized activity above about 1.9%;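 note: purified mutant Fbw7 with reduced substrate affinity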
Starred values were filed as active, the others as inactive. Compounds were not picked by outcome; about 3.4% have a hit in one of these screens.

Each structure is followed by: MITF primary	FBW7 activator	GPR151 ag	TEAD-YAP block
> O=C(c1ccc(CS(=O)(=O)c2ccc(Br)cc2)cc1)N1CCOCC1
 : 12.9	-0.1	4.2	12.5
> CC(=O)N/C(=C/c1ccc(OS(=O)(=O)c2ccc(C)cc2)cc1)C(=O)NCCO
 : -6.4	-0.1	1.3	-0.6
> COC(=O)c1cc(NC(=O)CCS(=O)(=O)c2ccc(C)cc2)cc(C(=O)OC)c1
 : 10.5	0.3	1.4	-5.7
> Cc1cc(C)n(-c2cccc(Cl)c2)c(=O)c1C(=O)O
 : -15.4	0.0	0.5	-7.7
> N#Cc1nc(COc2ccccc2Cl)oc1NC1CC1
 : 12.2	-0.1	0.4	-12.6
> CN1[C@@H]2CC[C@H]1CC(NC(=O)c1cccc(-n3cc(NC(=O)Cc4ccccc4)cn3)c1)C2 (stereo partly specified)
 : -1.4	-0.1	2.3	-10.1
> CCOc1cc(C(=O)Nc2c3c(nn2-c2ccccc2C)CS(=O)C3)cc(OCC)c1OCC (stereo unspecified)
 : 5.3	0.4	0.7	-5.6
> COCc1nc2ccsc2cc1C(=O)OC
 : 10.2	0.0	-0.5	-15.3
> COCCCNC(=O)CCCn1nc(-c2ccccc2)c2cc(Cl)ccc21
 : 12.4	0.2	-1.4	0.6
> COCCn1c(SCC(=O)Nc2ccccc2)nc2c(c1=O)SC(C)C2 (stereo unspecified)
 : -0.9	0.1	-0.1	-20.4
> COc1ccc(CCNC(=O)c2ccc(N(Cc3ccc(Cl)cc3)S(C)(=O)=O)cc2)cc1OC
 : 11.7	0.7	1.8	-3.3
> Cc1ccc(OC(=O)N2CCN3C(=O)[C@H](Cc4ccccc4)N(C)C(=O)[C@H]3C2)cc1
 : -2.1	-0.1	-0.1	-1.1
> CC(=O)c1ccc(NC(=O)c2cc(S(=O)(=O)N(C)C)ccc2Cl)cc1
 : 0.3	-0.1	-1.6	23.1
> Cc1nnc2sc(SCC(=O)Nc3ccc(Cl)cc3)nn2c1=O
 : 4.4	-1.7	-1.6	2.0
> COc1cc(/C=N/Nc2ccc(Cl)nn2)cc(OC)c1O
 : 13.4	-0.3	-0.2	5.6

In another format: two of the compounds above
COc1ccc(CCNC(=O)c2ccc(N(Cc3ccc(Cl)cc3)S(C)(=O)=O)cc2)cc1OC
  MITF primary = 11.7 | FBW7 activator = 0.7 | GPR151 ag = 1.8 | TEAD-YAP block = -3.3
COCCCNC(=O)CCCn1nc(-c2ccccc2)c2cc(Cl)ccc21
  MITF primary = 12.4 | FBW7 activator = 0.2 | GPR151 ag = -1.4 | TEAD-YAP block = 0.6

(continued)
Each structure is followed by: MITF primary	FBW7 activator	GPR151 ag	TEAD-YAP block
> COc1ccc(CCNc2nc(-c3ccc(N4CCOCC4)nc3)nc3c2ncn3-c2ccsc2)cc1
 : -1.0	0.3	1.3	-0.7
> Cc1ccc(NC(=O)CCN2C(=O)c3cccc([N+](=O)[O-])c3C2=O)cc1C
 : 9.7	0.2	-3.0	0.1
> COC(=O)c1ccc(C(=O)OC)c(NC(=O)c2ccccc2OC(C)=O)c1
 : 1.8	0.2	-0.6	8.4
> COc1ccc2nc(SCC(=O)Nc3ccc(C(C)C)cc3)[nH]c2c1
 : -10.2	0.0	-0.8	-2.8
> O=[N+]([O-])c1ccc(O)c(/C=N/Nc2cccc3cccnc23)c1
 : -11.8	0.1	-0.9	-2.6
> CN(C)c1ccc([N+](=O)[O-])cc1/C=N/NC(=O)CCc1ccccc1O
 : 4.4	0.1	2.3	-5.9
> CC12CC(/C(=C(O)\C=C\c3ccccc3)C(=O)N1)c1ccccc1O2 (stereo unspecified)
 : -5.6	0.0	-0.7	-13.7
> CCCOC(=O)c1ccc(Nc2nc3cc(C)ccc3nc2NS(=O)(=O)c2ccc(Cl)cc2)cc1
 : 12.3	0.0	2.1	1.7
> Cc1cccc(N2C(=O)c3oc4ccc(Cl)cc4c(=O)c3C2c2ccncc2)n1 (stereo unspecified)
 : -1.4	0.1	1.5	5.6
> CCOc1ccccc1C(=O)Nc1ccc(S(=O)(=O)NCCc2ccccc2)cc1
 : 9.8	0.0	3.0	-2.4
> COc1cc(=O)n2c(c1C(=O)NCc1cccs1)CCN(Cc1ccc(C)cc1)CC2
 : -3.5	0.1	-0.1	4.9
> CC(=O)Nc1ccc(N2C(=O)C3C4C=CC(C4)C3C2=O)cc1C (stereo unspecified)
 : -2.3	-0.1	-1.5	4.8
> COc1ccc(-c2nnc(-c3ccccc3C)o2)cc1
 : -1.5	0.0	-3.6	-42.5
> CC(NC(=O)c1ccc([N+](=O)[O-])cc1)c1ccccc1 (stereo unspecified)
 : 5.0	1.0	-1.0	8.4
> COc1cccc(C(=O)COC(=O)c2c3c(nc4ccccc24)CCCC3)c1
 : -3.1	0.0	1.2	9.4

(further entries)
Each structure is followed by: MITF primary	FBW7 activator	GPR151 ag	TEAD-YAP block
> COc1cc(NC(=O)c2cnc(-c3cccc(C(C)=O)c3)s2)cc(OC)c1OC
 : 23.7	0.2	-1.7	-3.0
> CCCCOC(=O)c1cccc(NC(=O)COc2cc(C)c(Cl)c(C)c2)c1
 : 14.4	0.2	-0.9	1.1
> CC1CN(Cc2nc3scc(-c4ccccc4)c3c(=O)[nH]2)CC(C)O1 (stereo unspecified)
 : -8.2	0.0	-1.5	0.6
> COCCNCCOCCOc1c(C)cccc1C(C)(C)C
 : 61.3*	-0.1	-2.4	-7.9
> CN1C(=O)CC(CC(=O)N2CCCC(C(=O)N3CCOCC3)C2)(c2ccccc2F)C1=O (stereo unspecified)
 : -6.5	0.0	1.3	-77.6
> CCc1ccc(Nc2nc3ccccc3n3cnnc23)cc1
 : -2.6	-0.1	1.0	3.5
> O=C(Nc1cccc(C(F)(F)F)c1)c1ccc(Br)o1
 : 9.4	0.5	-0.2	3.0
> NC(=O)N/N=C1/CCC(C(=O)Nc2ccccc2)(c2ccccc2)C1 (stereo unspecified)
 : 2.2	-0.1	0.6	10.9
> O=C1CC(c2ccc(Cl)cc2)CC2=C1C(c1ccccc1[N+](=O)[O-])Nc1ccccc1N2 (stereo unspecified)
 : 10.2	0.1	0.8	3.7
> COC(=O)C(NC(=O)c1ccccc1)(Nc1ncc(Cl)cc1Cl)C(F)(F)F (stereo unspecified)
 : 9.6	0.0	-0.9	4.4
> Cc1cccc(CN2CCN(CC(=O)NCCc3ccccc3)C2=O)c1
 : -5.2	0.0	0.2	-0.7
> CCSc1nnc(SCC(=O)NCc2ccc(OC)c(C(=O)O)c2)s1
 : 0.9	0.3	-0.3	3.1
> COc1cc(NC(=O)NCC(c2ccc(N(C)C)cc2)N2CCN(C)CC2)cc(OC)c1 (stereo unspecified)
 : 6.8	0.0	-0.4	11.0
> COc1cc2cc(C)c(SCC(N)=O)nc2cc1OC
 : -13.5	-0.2	-0.7	-5.9
> COc1cc(OC)c(S(=O)(=O)Nc2ccc(C)cn2)cc1NC(C)=O
 : 8.3	0.0	-0.6	7.3

(list continues)
Each structure is followed by: MITF primary	FBW7 activator	GPR151 ag	TEAD-YAP block
> Cc1ccc(S(=O)(=O)N(CC(=O)NCc2ccncc2)Cc2ccccc2Cl)cc1
 : 8.9	0.2	0.0	6.0
> O=C(OCc1nc2ccccc2s1)c1n[nH]c(=O)c2ccccc12
 : 20.1	0.2	-1.0	-40.0
> CC(C)(Oc1cccc2ccccc12)C(=O)O
 : -6.4	-0.4	0.0	4.0
> CCOC(=O)CSc1nnc(CNc2cc(Cl)ccc2Cl)o1
 : 8.6	0.6	0.3	0.9
> Cc1cc(OCC(=O)NC2CCCCC2)ccc1Cl
 : 11.0	0.1	0.8	-40.0
> O=C(NC1CC1)C1CCN(c2ccc(Nc3ccc(N4CCOCC4)cc3)nn2)CC1
 : -7.0	0.0	-2.6	3.1
> COc1cccc(C=C2C(=O)NC(=O)NC2=O)c1OCc1ccccc1Cl
 : 4.7	0.1	3.4	0.4
> O=C(c1ccc(Br)cc1)N(c1ccccn1)c1ccccn1
 : -4.2	0.1	1.2	2.3
> CCOC(=O)c1c(NC(=O)CCc2ccccc2)sc(C(C)=O)c1C
 : 9.6	0.2	1.3	6.2
> CCN(CC)c1c(S(=O)(=O)c2ccc(OC)cc2)cnc2cc3c(cc12)OCCO3
 : 15.5	0.2	-0.6	-4.1
> CC(=O)Nc1ccc(NC(=O)c2ccc(COc3ccc4c(C)cc(=O)oc4c3)cc2)cc1
 : 18.3	0.1	0.9	4.5
> CN(C)c1ccc(NC(=O)C2CC(=O)N(c3ccc(Cl)cc3)C2)cc1 (stereo unspecified)
 : -0.1	0.1	0.2	-2.7
> COCCN1C(=O)/C(=C/c2c(N3CCSCC3)nc3ccccn3c2=O)SC1=S
 : -11.6	0.0	-0.2	-4.8
> Cc1ccc(-n2nc3c(c2NC(=O)c2cccs2)CSC3)cc1
 : -10.2	-0.1	-0.2	3.4
> Cc1ccc(NC(=O)c2ccc3c(c2)C(=O)N(c2cccc([N+](=O)[O-])c2)C3=O)cc1
 : -5.3	-0.1	0.3	0.0

(further entries)
Each structure is followed by: MITF primary	FBW7 activator	GPR151 ag	TEAD-YAP block
> CC(C)CC(=O)Nc1ccc(C(=O)Nc2cccc(O)c2)cc1
 : 12.9	0.9	-0.6	-14.6
> O=C(CCCN1CCc2ccccc2C1)c1ccc(F)cc1
 : 5.2	-0.2	1.2	3.1
> CCOC(=O)N1CCN(Cc2nc3c(c(=O)n(C)c(=O)n3C)n2CC(C)C)CC1
 : 2.8	-0.2	-1.3	-6.4
> CN(C(=O)Cn1ncc2c(=O)oc3ccccc3c21)c1ccccc1Cl
 : -4.8	0.3	0.2	-3.6
> Cc1cc(=O)c(C(=O)NCCC2CCCN2C)c(CC2CCCC2)n1C (stereo unspecified)
 : -0.2	0.0	0.4	2.8
> COc1ccc(Cl)cc1NC(=O)N1CCC2(CC1)OCCN2S(=O)(=O)c1cccs1
 : 18.2	0.8	-2.3	-0.5
> CCn1cc(C(=O)O)c(=O)c2cc(S(=O)(=O)N3CCCC3)ccc21
 : 2.7	0.2	-0.7	-13.5
> Cc1ccc(C(=O)Nc2ccc(-c3nc4cc(NC(=O)c5ccc(C)cc5)ccc4o3)cc2)cc1
 : 9.5	0.0	1.5	5.3
> Cc1ccc(S(=O)(=O)N(C)c2ccc(OCC(=O)OCc3c(C)noc3C)cc2)cc1
 : -15.0	0.2	0.5	-10.0
> N/C(=N\NC(=O)c1ccccc1Cl)c1cc2c(ccc3ccccc32)oc1=O
 : 3.1	-0.1	0.2	9.3
> COc1ccccc1NC(=S)NNC(=O)C1CCN(Cc2ccccc2)CC1
 : 3.1	0.0	1.4	9.4
> c1csc(-c2ccc3c(-c4ccc(N5CCNCC5)cc4)[nH]nc3n2)c1
 : -2.8	0.5	1.1	-9.6
> CC(=O)Nc1ccc(NC(=O)CCC(=O)Oc2ccc(C)cc2)cc1
 : -15.4	-0.2	-0.6	-3.5
> CC1=Nc2cc(C(=O)O)ccc2Sc2ccccc21
 : -4.3	0.1	0.4	-2.2
> CCOC(=O)C1=NN(c2ccccc2)C(=O)/C1=C\c1ccc(O)c(OC)c1
 : 9.0	-0.1	0.0	-0.3

Following part
Each structure is followed by: MITF primary	FBW7 activator	GPR151 ag	TEAD-YAP block
> Cc1cccc(N2CCN(C(=O)Nc3cn(C)c(=O)c4ccccc34)CC2)c1C
 : 4.4	0.1	0.6	21.3
> O=C(CNCCc1ccccc1)NCc1ccc2c(c1)OCO2
 : 73.3*	0.6	-0.1	-0.7
> COc1ccc(C2C(C(=O)O)c3ccccc3C(=O)N2c2ccc(OC)cc2)cc1 (stereo unspecified)
 : -5.9	-0.1	-0.2	5.5
> O=C(CSc1nc2ccc(NC(=O)c3ccccc3C(=O)N3CCOCC3)cc2s1)Nc1ccc(F)cc1
 : 11.0	0.1	-0.3	0.8
> Cc1ccc(S(=O)(=O)Nc2cc3c4c(oc3c3ccccc23)CCCC4=O)cc1
 : -3.2	-0.1	-0.3	10.7
> O=S(=O)(/N=C(/c1ccccc1)N1CCN(Cc2ccccc2)CC1)c1ccc(F)cc1
 : 9.0	0.1	3.1	5.8
> COc1cccc2cc(-c3csc(Nc4ccc(Cl)cc4)n3)c(=O)oc12
 : -8.2	0.0	-0.6	0.9
> O=C(NCC1CCCO1)c1nc2c(nnn2Cc2cccc(Cl)c2)c(=O)[nH]1 (stereo unspecified)
 : -79.0	-0.3	1.4	-3.9
> CN1c2ncccc2C(=O)NC12CCCCC2
 : -8.4	0.0	-0.7	-17.5
> COC(=O)c1ccc(N2C(=O)CC(NCCC34CC5CC(CC(C5)C3)C4)C2=O)cc1 (stereo unspecified)
 : 3.8	-0.2	-0.3	1.5
> CCC(C)NC(=O)CN(c1ccc(OC)cc1)S(=O)(=O)c1c(C)nn(C)c1C (stereo unspecified)
 : 0.2	-0.2	-0.2	-4.0

As entered above:
COc1ccc(-c2nnc(-c3ccccc3C)o2)cc1 @ TEAD-YAP block: -42.5
O=C(CCCN1CCc2ccccc2C1)c1ccc(F)cc1 @ FBW7 activator: -0.2
NC(=O)N/N=C1/CCC(C(=O)Nc2ccccc2)(c2ccccc2)C1 (stereo unspecified) @ GPR151 ag: 0.6
